# iPSC survival up: enhancers of human iPSC single-cell survival. hiPSC single-cell survival, ATPlite luminescence; 100% = ROCK inhibitor wells, 0% = DMSO. survival enhancement, % at 20 µM. actives 0.044% (n = 360,000); in the data active = survival enhancement above about 18%;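 note: cells exposed to compounds for 16 hours before the ATP read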
# N-glyco inh: N-linked glycosylation inhibition; reporter increase, % at 12.5 µM; AID 588692; D54 ERlucT glycosylation luciferase reporter, 24 h; percent of 100 nM tunicamycin response; actives 0.23% (n = 360,000);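 active = mean luciferase reporter signal, scaled so untreated is 0 and the glycosylation-blocking control 100, at or above a set limit in every replicate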;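 note: luciferase carries N-glycosylation sites so blocking glycosylation raises the light; 0% = median of neutral control wells and 100% = median of 100 nM tunicamycin wells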
# PDI inh: PDI (human) enzyme inhibition; P07237; PDI insulin aggregation turbidity, A650, 90 min; inhibition, % at 10 µM; actives 0.052% (n = 350,000);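 active = mean inhibition across replicates of 30% or more, whatever share of single replicates reach that level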;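 note: absorbance from insulin aggregation driven by PDI reduction with DTT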
# Vif inh: blocks HIV Vif function. HEK293T cells, Vif self-association by quenched fluorescence, imaging, 24 h. inhibition, % at 7.49 µM. actives 0.35% (n = 340,000); in the data active = inhibition above about 50%, passing the limit was not always enough; note: some results filed as inactive read as strong as hits
# m5-HT2A agonist: activates the mouse 5-HT2A serotonin receptor; activation, % at 7.6 µM; actives 0.66% (n = 360,000); AID 624169; P35363; CHO-K1 mHTR2A beta-arrestin complementation, luminescence; percent of 30 µM serotonin response;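 active = activation above a run cutoff, the mean activation of all tested compounds plus 3 SD, cut at about 14% in these data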;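 note: 0% = plate median of compound wells and 100% = 30 µM serotonin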
# aDG glyco act: increases alpha dystroglycan glycosylation | Pro5-aDG cells, alpha-DG glycosylation AlphaScreen (IIH6); 0% Pro5, 100% B10-LARGE cell signal | activation, % at 10 µM | actives 0.22% (n = 360,000);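 active = activation of at least 8% versus controls, or a plate z-score of at least 8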;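 note: Pro5 are CHO cells carrying HIG-tagged alpha-DG that lacks glycosylation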
# H9c2 protect: protects H9c2 cardiomyocytes from peroxide injury. protection from H2O2 cell death, % at 20 µM. actives 0.63% (n = 360,000). H2O2 injury protection, ATPLite, 2 h;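 active = compounds giving at least 50% protection of heart cells from peroxide-induced death in the single-dose screen, raw or plate-pattern-corrected value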;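 note: 0% = DMSO wells with peroxide and 100% = DMSO wells without peroxide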
# ABCB6 inh 2: human ABCB6 transporter inhibition; actives 0.19% (n = 360,000); fluorescence ratio to DMSO, % at 10 µM; AID 602162; K562-ABCB6 porphyrin accumulation, flow cytometry, 1 h; hits give low values;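 active = fluorescence ratio to DMSO below 75%, the collection mean minus 3 SD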;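 note: signal is porphyrin accumulated inside mitochondria; 100% equals median channel fluorescence of DMSO control wells; lower ratio means ABCB6 inhibition with less porphyrin fluorescence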
# Target sequence (Q9NP58 whole entry, looked up): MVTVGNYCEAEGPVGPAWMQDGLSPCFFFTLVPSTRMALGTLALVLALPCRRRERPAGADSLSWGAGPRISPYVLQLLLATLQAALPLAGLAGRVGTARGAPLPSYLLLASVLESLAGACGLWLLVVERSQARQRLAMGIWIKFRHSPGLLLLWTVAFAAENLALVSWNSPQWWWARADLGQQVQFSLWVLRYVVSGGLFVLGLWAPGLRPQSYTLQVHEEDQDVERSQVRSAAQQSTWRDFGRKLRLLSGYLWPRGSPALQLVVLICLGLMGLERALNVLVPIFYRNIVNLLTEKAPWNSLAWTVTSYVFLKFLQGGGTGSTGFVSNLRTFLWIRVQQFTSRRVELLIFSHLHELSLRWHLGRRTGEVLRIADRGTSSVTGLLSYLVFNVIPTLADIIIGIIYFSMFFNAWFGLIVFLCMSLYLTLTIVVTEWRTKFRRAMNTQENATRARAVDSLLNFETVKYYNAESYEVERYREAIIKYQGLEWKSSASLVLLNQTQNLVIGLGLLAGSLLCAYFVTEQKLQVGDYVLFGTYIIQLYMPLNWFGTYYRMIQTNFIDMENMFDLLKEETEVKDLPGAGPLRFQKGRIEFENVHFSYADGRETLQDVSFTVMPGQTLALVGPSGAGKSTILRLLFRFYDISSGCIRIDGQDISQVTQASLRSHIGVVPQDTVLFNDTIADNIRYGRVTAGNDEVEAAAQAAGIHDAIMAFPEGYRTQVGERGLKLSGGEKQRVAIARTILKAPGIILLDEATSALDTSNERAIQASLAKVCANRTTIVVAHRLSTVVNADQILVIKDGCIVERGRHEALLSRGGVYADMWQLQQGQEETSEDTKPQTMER
# CaV13 ICDI inh: Primary screen for inhibitors of IQ motif and Ca2+-dependent inactivation inhibitor domain binding in CACNA1D, Förster resonance energy transfer in living cells, …; HEK cells, CFP/YFP FRET ICDI-IQ, plate reader, 10 min; percent FRET-ratio fall versus neutral wells; inhibition, % at 12.3 µM; actives 0.098% (n = 340,000); AID 743397;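 active = mean replicate inhibition of at least 30% and at least 1% of replicates passing that level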;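 note: 0% = median of the neutral control wells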
# Exocytosis inh: blocks lytic granule exocytosis; TALL-104 LAMP-1 surface exposure, flow cytometry; cells stimulated with thapsigargin and PMA; actives 0.66% (n = 360,000); AID 651702; inhibition, % at 10 µM;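 active = inhibition above about 55%, limit read from the data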
# An asterisk follows results filed as active; / = no result given. Outcome played no part in choosing rows; overall some 3.1% were active at least once.
Compound	iPSC survival up	N-glyco inh	PDI inh	Vif inh	m5-HT2A agonist	aDG glyco act	H9c2 protect	ABCB6 inh 2	CaV13 ICDI inh	Exocytosis inh
CC(C)CC(=O)NC1(C(F)(F)F)C(=O)Nc2c1c(=O)n(C)c(=O)n2C (centres undefined)	4.1	0	-2	/	-1	-0.1	14	95	/	4
Cc1ccc(C(CCN)c2ccco2)cc1 (centres undefined)	-2.3	0	2	-10	-2	-0.2	6	98	-6	-3
COC(=O)c1c(NC(=O)CCN2CCOCC2)sc2c1CCCC2	-0.7	0	-9	-7	-1	-0.1	-4	98	-5	0
CCOC(=O)C1CCN(C(=O)c2[nH]c3ccc(OC)cc3c2C)CC1	0.3	2	1	-12	-4	0.2	1	95	-1	4
O=S(=O)(Nc1cccc(-n2cnnn2)c1)c1ccccc1	-0.2	0	8	27	15*	-0.3	6	98	-22	-9
CCN(CC(=O)Nc1ccccc1OC)CC(=O)Nc1ccccc1-c1ccccc1	0.1	23	3	-1	-6	0.0	3	106	-7	0
Cc1ccc(NC(=O)N2CCC(O)(c3ccc(Cl)cc3)CC2)cc1	1.5	4	2	2	-8	0.1	-1	95	-8	-1
CS(=O)(=O)N1CCC(C(=O)Nc2cccc(C(F)(F)F)c2)CC1	3.8	4	3	3	-4	-0.5	10	92	-1	-1
COC(=O)c1ccc(NC(=O)CN2C(=O)c3ccccc3S2(=O)=O)cc1	-0.7	-2	0	7	-3	0.0	-1	88	-7	2
Cc1ccc(O)c(C(=O)c2cnc3c(c2)CN(C)C(=O)N3)c1	1.8	5	1	3	8	-0.3	10	105	/	0
CC1(C(=O)Nc2cccc(NS(C)(=O)=O)c2)Cc2c(-c3cccc(C(N)=O)c3)ccnc2O1 (centres undefined)	0.6	1	-52	15	-3	-0.3	-1	99	-7	-6
Cc1ccc(C(=O)Nc2ncc(C)s2)s1	-0.1	-14	8	1	-4	-0.1	-16	98	-3	-10
CCOC(=O)N1CCN(C(=O)C(=O)Nc2ccc3nc4n(c(=O)c3c2)CCCCC4)CC1	0.5	-1	-2	2	2	0.2	7	85	-6	0
O=C(NCCc1c[nH]c2ccccc12)C1CCN(c2nnc(N3CCCC3=O)s2)CC1	2.0	2	-2	15	3	-0.1	-5	95	-5	1
COC(=O)/C=C1/N/C(=N\c2nc(C)cc(C)n2)N(c2ccc(C)c(C)c2)C1=O	-1.2	4	0	-5	-7	0.6	7	100	-1	1
O=C(CP(=O)(c1ccccc1)c1ccccc1)N1CCOCC1	-0.7	1	2	-3	-2	-0.2	9	85	-4	-1
CC1CCN(Cc2cnc(Cl)s2)CC1	-2.3	1	4	6	2	0.0	6	98	-1	0
COc1ccccc1C1(CC(=O)Nc2nccs2)CCOC(C(C)C)C1 (centres undefined)	-1.4	-2	-15	-20	7	-0.2	-1	94	-8	2
COc1ccccc1NC(=O)CSc1nnc(-c2ccoc2C)n1C	-0.7	0	14	6	10	0.1	1	96	-7	3
Cc1c(C(=O)N/N=C/c2cccnc2)nnn1-c1nonc1N	0.2	1	12	5	2	0.0	7	92	-4	-8
CCOC(=O)c1cn(CC)c2ccc(S(=O)(=O)N3CCC(C)CC3)cc2c1=O	-0.6	-1	-3	/	-6	0.1	-1	99	-8	0
CN1CCN(S(=O)(=O)c2ccc(N(C)Cc3ccc(OC(F)F)cc3)c([N+](=O)[O-])c2)CC1	0.5	-3	13	-9	-7	0.5	-11	94	-4	-1
O=C(NCc1ccc2c(c1)OCO2)c1ccc2c(=O)n(C3CCCC3)c(=O)[nH]c2c1	-1.7	-2	4	-5	-6	0.0	-8	90	-4	-4
Cc1nnsc1SCCNC(=O)c1c(F)cccc1F	-1.6	4	2	-2	0	-0.1	1	95	-3	-2
Cc1cc(OC(=O)c2c(Cl)cccc2Cl)nc(C)n1	-0.7	1	2	-1	-4	0.4	-2	91	-4	-3
CC1=C(C(=O)OCc2ccc3c(c2)OCO3)C(c2ccc(F)cc2)NC(=O)N1 (centres undefined)	-0.3	-12	2	-7	3	0.2	7	93	-5	-2
COc1ccccc1OCC(=O)Nc1sc2c(c1C(N)=O)CCC2	-0.4	1	5	-1	2	-0.1	-2	81	-5	1
OCc1nc2ccccc2n1Cc1ccc(Cl)cc1	1.4	-1	-1	10	-5	0.0	-4	102	-4	-11
CCOP(=O)(Nc1cccc2oc(=O)c3ccccc3c12)OCC	4.1	3	4	3	-2	0.2	20	94	-5	-1
O=C(C1CCC(CNS(=O)(=O)c2ccc(F)cc2)CC1)N1CCOCC1 (centres undefined)	1.7	2	3	3	4	-0.1	-2	99	-4	-4
NS(=O)(=O)c1cccc(NC(=O)CSc2nnc(-c3ccncc3)n2C2CC2)c1	-0.3	0	5	2	-2	0.4	12	99	-7	2
COc1ccc(CN2CCC(n3nccc3NC(=O)C3CC3)CC2)c(OC)c1OC	0.9	1	9	0	-2	-0.2	-1	102	-7	-2
Nc1cc(N2CCOCC2)c(Cl)cc1[N+](=O)[O-]	0.9	2	-3	3	0	0.1	0	101	-5	-2
Cc1occc1C(=O)NNC(=S)Nc1ccccc1	2.4	1	22	-1	-2	-0.1	1	100	-7	0
O=C1c2ccccc2C2(c3ccc(F)cc3)NCCN12 (centres undefined)	0.2	0	7	7	5	0.0	4	98	-7	0
Cc1ccc(C)c(N(CC(=O)NCC2CCCO2)C(=O)CCC(=O)Nc2nccs2)c1 (centres undefined)	0.3	1	4	/	2	0.0	1	97	-4	3
O=C(O)c1ccccc1-c1ccccc1C(=O)Nc1ccc(-c2nc3cc(Cl)ccc3o2)cc1	-0.3	2	17	-2	6	0.0	12	96	-18	0
COc1cnn(Cc2ccccc2)c(=O)c1SCc1ccccc1	2.1	-2	2	-2	-5	0.0	4	80	-5	-5
O=C(c1ccc2c(=O)n3c(nc2c1)CCCCC3)N1CCN(c2ccc([N+](=O)[O-])cc2)CC1	-0.6	1	2	-3	5	0.7	1	99	-2	16
CCN(CC)CCCNC(=O)c1cc(Sc2nnc(C)s2)nc2ccccc12	-2.1	4	-1	7	-3	0.0	6	102	-4	-13
COc1ccc2ccn(S(=O)(=O)c3ccccc3)c2c1	-0.7	-2	0	-1	1	-0.2	-10	96	-11	10
O=C(Nc1sc2c(c1C(=O)O)CCCC2)c1ccccc1Cl	-0.6	1	10	6	2	0.1	7	96	-21	7
Oc1c(Br)cc(Br)cc1C=Nc1ccc2c(c1)OCCO2	-0.3	-3	2	-10	0	-0.4	84*	98	-85	9
COc1ccc(CC(=O)NNc2ncnc3c2cnn3-c2ccccc2)cc1	2.8	1	2	-3	9	-0.2	2	94	-3	5
Nn1c(SCc2cccc(Br)c2)nnc1-c1ccncc1	-0.4	11	-3	-5	0	0.0	-2	93	-20	-6
CC(C)(C)C(=O)NC1CCN(S(=O)(=O)c2ccccc2F)CC1	-1.7	0	10	1	-1	-0.1	-2	96	-4	1
Cc1ccc(C)c(OCc2nnc(SCC(=O)NCc3ccc4c(c3)OCO4)o2)c1	0.2	0	-6	-6	-5	0.4	-3	89	-7	2
CCC(CC)NC(=O)C1CCN(S(=O)(=O)c2cccs2)CC1	-0.7	3	10	0	-1	3.0	4	100	-4	0

# The last two entries of the part before are carried over, then new ones follow.
Compound	iPSC survival up	N-glyco inh	PDI inh	Vif inh	m5-HT2A agonist	aDG glyco act	H9c2 protect	ABCB6 inh 2	CaV13 ICDI inh	Exocytosis inh
Cc1ccc(C)c(OCc2nnc(SCC(=O)NCc3ccc4c(c3)OCO4)o2)c1	0.2	0	-6	-6	-5	0.4	-3	89	-7	2
CCC(CC)NC(=O)C1CCN(S(=O)(=O)c2cccs2)CC1	-0.7	3	10	0	-1	3.0	4	100	-4	0
O=C(O)C1c2ccccc2C(=O)N(Cc2ccc(F)cc2)C1c1ccncc1 (centres undefined)	1.0	0	4	-2	-1	-0.1	3	138	-3	0
CCOC(=O)c1sc(NC(=O)CCc2ccc(OC)cc2)nc1C	-0.5	0	13	5	6	-0.1	1	101	-7	1
CCOc1cc(Br)cc(/C=N/NC(=O)c2cccnc2)c1O	-0.2	0	-3	8	-9	0.7	-5	99	-26	-8
COc1ccc(/C=C/C(=O)OCC(=O)NC2CCCCCCC2)cc1	-0.1	-3	-2	22	9	0.1	-5	97	-5	-6
O=C(Nc1ccc(Cl)cc1)Nc1ccccc1C(=O)O	-1.9	-15	-6	-6	4	-0.6	-22	99	-6	11
COc1ccc(-n2c(=O)c3ccccc3n(CC(=O)NC3CCCCC3)c2=O)c(OC)c1	-1.4	0	-3	5	2	0.1	1	97	-5	-2
CCOC(=O)c1nc2ccccc2nc1C	-0.1	2	4	12	-1	-0.3	1	105	-6	1
O=C(c1cncs1)N1CCCC(CNS(=O)(=O)c2cccs2)C1 (centres undefined)	-2.1	0	-5	8	2	-0.3	-4	97	1	-1
COC(=O)c1c(NC(=O)C2C3C=CC(CC3)C2C(=O)O)sc(C)c1C (centres undefined)	-0.2	0	14	-3	2	-0.1	-1	95	-17	4
CCCCSc1nc2sc3c(c2c(=O)[nH]1)CC(C)(CC)OC3 (centres undefined)	-0.7	1	5	-2	7	0.4	-4	95	-2	5
Cc1nc(Nc2cccc(O)c2)c2c3c(sc2n1)CCC3	-0.7	0	9	10	-2	0.2	0	94	-3	-3
CCOC(=O)N1CCN(C(=O)c2oc3ccc(S(=O)(=O)N4CCOCC4)cc3c2C)CC1	-3.2	-2	5	17	9	2.4	1	97	-4	2
Cc1ccccc1S(=O)(=O)N1C[C@H]2CON(C)[C@H]2C[C@H]1c1cccc(Br)c1	-1.4	3	1	-3	-6	-0.2	7	100	-5	8
Cc1ccc(OCCNC(=O)CCC(=O)N2CCOCC2)cc1	-0.5	0	7	0	-4	0.2	4	95	-5	-8
O=S(=O)(NCCC1=CCCCC1)c1ccc(F)cc1	-0.5	-2	-4	0	-6	0.0	-6	97	-7	0
COc1ccc(-c2cc(=O)n(CCC#N)[nH]2)cc1	-1.0	0	1	-12	-2	0.4	-2	104	-4	-2
C[C@@H]1O[C@@H](OC[C@@H]2O[C@H](Oc3c(-c4ccc(O)cc4)oc4cc(O)cc(O)c4c3=O)[C@@H](O)[C@H](O)[C@H]2O)[C@H](O)[C@H](O)[C@H]1O	-1.4	2	65*	-2	2	0.0	5	97	-5	-3
CCc1ccc(-c2cc(C)no2)cc1S(=O)(=O)NCc1ccco1	-0.2	5	11	-4	0	-0.5	8	98	-2	0
CCCCN1CNC(=S)N(CCc2ccccc2)C1	-0.9	1	3	-15	1	0.1	-5	86	-5	0
COc1cc(N2CCOCC2)ncn1	-1.4	1	0	-2	-1	0.1	7	95	-6	6
Cc1oc(-c2ccc3ccccc3c2)nc1CN(C)C(C)c1ccncn1 (centres undefined)	0.7	-1	5	-1	-7	0.0	-2	88	-4	1
Cc1nn(Cc2ccc(C(=O)NN)cc2)c(C)c1Cl	0.7	2	-4	-2	-3	0.0	0	104	4	-3

# Screening data: PubChem, several laboratories
